Compound activity: PubChem BioAssay, several laboratories
LRH-1 inv ag: inverse agonists of human LRH-1 (NR5A2). HEK293T StAR-luciferase reporter, LRH-1 transfected, 24 h. inhibition, % at 3.6 µM. O00482. actives 0.13% (n = 360,000);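 active = inhibition above the mean inhibition of all tested compounds plus 3 SD, cut at about 73% in these data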;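 also: 0% = DMSO wells and 100% = reporter-only cells lacking LRH-1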
TWEAK-Fn14 inh: TWEAK-Fn14 signaling inhibition | TWEAK-stimulated Fn14 reporter cells, luciferase luminescence, 8 h | inhibition, % at 10 µM | actives 2% (n = 360,000) | AID 1159606; in the data active = inhibition above about 50%
Shn3 inh set2: inhibitors of Schnurri-3 3'UTR reporter in osteoblasts; inhibition, % at 12.5 µM; Clone20 osteoblast Shn3 3'UTR firefly luciferase, 24 h; AID 588674; actives 0.52% (n = 360,000);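 active = mean inhibition of at least 75% with every replicate also reaching 75%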;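 also: 0% = median of neutral control wells and 100% = pilot-screen positive control compound; some compounds past the cut are filed as inactive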
TROY signal inh: inhibitors of TROY-dependent NF-kB signaling; Q293 LMP1-TROYcd NF-kB luciferase reporter, 4 h; inhibition, % at 10 µM; actives 0.98% (n = 360,000); AID 1347056;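 active = compounds whose plate-normalised and pattern-corrected inhibition of the luciferase reporter signal at the single screening dose is 50% or more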
NCOA3 inh: human NCOA3 inhibition | inhibition, % at 3.6 µM | HEK293 GAL4-SRC3 luciferase reporter, luminescence | actives 0.17% (n = 360,000) | Q9Y6Q9;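 active = inhibition above a per-campaign cutoff, the mean of all compounds plus 3 SD, cut at about 60% in these data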;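 also: 0% = DMSO-treated cells and 100% = gossypol-treated cells at 36 µM; higher means less SRC3-driven luciferase light from the GAL4 reporter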
NCOA1 inh: human NCOA1 inhibition; Q15788; HEK293 GAL4-SRC1 luciferase reporter, luminescence; inhibition, % at 3.6 µM; actives 0.12% (n = 360,000);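 active = inhibition above the campaign mean plus 3 SD, with each screening campaign given its own cutoff, cut at about 60% in these data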;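 also: 0% = DMSO treated cells and 100% = gossypol at 36 µM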
Target sequence (Q15788 whole entry, looked up, the tested form may be a part): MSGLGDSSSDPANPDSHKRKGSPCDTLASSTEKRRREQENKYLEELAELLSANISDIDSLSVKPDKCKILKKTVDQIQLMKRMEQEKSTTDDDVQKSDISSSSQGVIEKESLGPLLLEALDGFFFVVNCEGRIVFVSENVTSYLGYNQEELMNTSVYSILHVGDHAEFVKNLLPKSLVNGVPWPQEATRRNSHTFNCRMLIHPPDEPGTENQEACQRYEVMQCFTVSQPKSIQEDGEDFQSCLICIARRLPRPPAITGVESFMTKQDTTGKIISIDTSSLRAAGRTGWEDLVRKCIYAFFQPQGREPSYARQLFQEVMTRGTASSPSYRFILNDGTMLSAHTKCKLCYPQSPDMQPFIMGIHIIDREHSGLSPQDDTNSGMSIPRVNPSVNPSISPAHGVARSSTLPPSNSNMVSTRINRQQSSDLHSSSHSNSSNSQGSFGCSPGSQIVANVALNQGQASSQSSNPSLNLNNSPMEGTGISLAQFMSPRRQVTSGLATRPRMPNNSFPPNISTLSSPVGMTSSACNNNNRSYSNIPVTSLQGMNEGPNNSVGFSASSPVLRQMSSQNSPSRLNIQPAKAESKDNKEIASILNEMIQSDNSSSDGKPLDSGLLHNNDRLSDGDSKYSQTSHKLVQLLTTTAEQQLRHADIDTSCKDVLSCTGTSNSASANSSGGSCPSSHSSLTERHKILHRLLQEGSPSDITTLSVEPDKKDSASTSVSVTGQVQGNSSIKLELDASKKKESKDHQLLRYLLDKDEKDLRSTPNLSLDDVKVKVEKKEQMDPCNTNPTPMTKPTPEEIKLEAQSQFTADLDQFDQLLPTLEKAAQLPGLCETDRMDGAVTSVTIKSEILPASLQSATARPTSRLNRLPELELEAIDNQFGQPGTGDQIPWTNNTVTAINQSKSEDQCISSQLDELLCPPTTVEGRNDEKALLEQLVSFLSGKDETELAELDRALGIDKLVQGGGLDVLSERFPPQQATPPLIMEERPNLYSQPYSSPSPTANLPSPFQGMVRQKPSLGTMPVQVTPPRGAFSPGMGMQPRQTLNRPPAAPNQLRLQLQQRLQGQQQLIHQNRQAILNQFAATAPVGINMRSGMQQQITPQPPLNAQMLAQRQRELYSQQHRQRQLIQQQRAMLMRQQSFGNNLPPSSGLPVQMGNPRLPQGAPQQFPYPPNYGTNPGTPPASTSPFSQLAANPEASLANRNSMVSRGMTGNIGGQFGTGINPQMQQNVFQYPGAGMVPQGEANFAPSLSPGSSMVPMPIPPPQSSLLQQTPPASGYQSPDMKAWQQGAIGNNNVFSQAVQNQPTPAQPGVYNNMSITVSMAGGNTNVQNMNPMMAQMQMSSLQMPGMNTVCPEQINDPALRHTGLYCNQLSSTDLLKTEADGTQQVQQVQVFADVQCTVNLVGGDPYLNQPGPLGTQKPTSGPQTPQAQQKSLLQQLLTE
COUP-TFII inh: blocks human COUP-TFII nuclear receptor. actives 0.7% (n = 370,000). HEK293T NGFI-A luciferase reporter, luminescence. P24468. inhibition, % at 8.6 µM;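 active = inhibition above a per-plate cutoff, mean inhibition of test wells between control levels plus 3 SD, cut at about 38% in these data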;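 also: cells cotransfected with COUP-TFII expression vector driving the NGFI-A reporter; 0% = median of COUP-TF2 test wells and 100% = reporter-only cells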
LMP1 NFkB inh: Epstein-Barr LMP1 NF-kappaB reporter inhibition | actives 0.69% (n = 350,000) | LMP1-induced NF-kappaB luciferase reporter cells, luminescence | inhibition, % at 12.5 µM; in the data active = inhibition above about 41%;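 also: 0% = neutral control wells and 100% = reference inhibitor control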
KKLEB tox: CF airway cell cytotoxicity counter-screen | activity change (cytotoxicity), % at 5 µM | actives 0.36% (n = 360,000) | KKLEB CF airway cells viability, ATPlite luminescence, overnight; hits give low values; cells stimulated with P. aeruginosa culture filtrate;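 active = corrected activity change at or below -50% at 5 µM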
TRAIL sens C8: caspase-8 TRAIL sensitization; NB7+C8 cells + TRAIL, ATPlite viability luminescence; inhibition (viability loss, TRAIL sensitization), % at 10 µM; actives 1% (n = 360,000); AID 624354;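 active = compounds causing at least 50% loss of cell viability in the single-dose screen, relative to plate controls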
CF NFkB block: cystic fibrosis NF-kB activation inhibition | KKLEB NF-kB-GFP reporter, PAF-induced, GFP fluorescence overnight | inhibition, % at 5 µM | actives 0.86% (n = 360,000);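 active = at least 50% inhibition at 5 µM, scaled per plate between neutral and stimulator controls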;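 also: PAF is a Pseudomonas aeruginosa culture filtrate used as stimulus; plate controls were PAF-stimulated DMSO wells for no effect and unstimulated DMSO wells for full effect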
The depositor's hits bear a star; nt = no result given; & = joins results of further samples. The list is partial; count on the stated rates, not on these rows.

Every second line gives: LRH-1 inv ag	TWEAK-Fn14 inh	Shn3 inh set2	TROY signal inh	NCOA3 inh	NCOA1 inh	COUP-TFII inh	LMP1 NFkB inh	KKLEB tox	TRAIL sens C8	CF NFkB block
- O=C(Nc1ccccc1)c1c(O)[nH]c(=S)[nH]c1=O
→ -35	-9	0	-22	4	-19	5	-1	23	-12	-24
- CP(=O)(O)CCCN
→ 4	15	15	6	-1	0	-10	-3	4	-9	-4
- CCN1C[C@]2(COC)CC[C@H](O)[C@]34C1[C@](O)([C@@H](OC)[C@H]23)[C@@]1(O)C[C@H](OC)[C@H]2C[C@@H]4[C@@H]1[C@H]2OC
→ -3	-4	0	-20	-5	-5	6	0	-2	22	13
- O=c1[nH]c(O)c(C=Nc2ccc(F)c(Cl)c2)c(=O)[nH]1
→ -2	-2	-11	-2	2	-11	-27	-1	-10	4	13
- Cc1ccc(C2(O)CN3CCC2CC3)cc1 (stereo not drawn)
→ -3	17	0	6	7	-4	0	-1	-1	8	-9
- CN1C(CC(O)c2ccccc2)CCCC1CC(O)c1ccccc1 (stereo not drawn)
→ -8	-5	-2	-13	-5	-20	-3	2	-8	-8	-4
- C=CCN1CC[C@]23c4c5ccc(O)c4OC2C(O)CC[C@@]3(O)[C@H]1C5 (stereo partly drawn)
→ -21	-7	-3	-4	5	-11	-6	5	-21	-12	-2
- Oc1ccccc1CN(CCc1ccccc1)Cc1ccccc1
→ 0	-8	-17	-9	12	1	16	4	-12	1	16
- C=CCn1c(O)c(C(C)=Nc2cccc(C(F)(F)F)c2)c(=O)[nH]c1=O
→ -9	10	-2	-1	5	-2	7	4	-3	-11	-22
- COC(=O)C1=C(c2ccc(C(C)=O)cc2)C[C@@H]2CC[C@H]1N2C(=O)NC(C)C
→ 1	13	-75	3	-29	-1	9	-9	0	10	-10
- CC(C)CNC(=O)c1c(N)n(Cc2ccco2)c2nc3ccccc3nc12
→ -6	38	-5	16	9	-7	-2	1	-18	6	10
- COc1cccc(-c2nn(CCC#N)cc2C(=O)Nc2ccccc2Cl)c1
→ 0	-7	-1	15	-83	6	9	2	-16	17	16
- CC(C)(C)C(=O)c1cn(CC(=O)NCc2ccco2)c2ccccc12
→ -80	-18	-42	-33	-35	-58	-35	-32	-2	-4	9
- CN1CC(C(=O)c2ccc([N+](=O)[O-])cc2)C(c2ccc(Cl)cc2)C1 (stereo not drawn)
→ 17	8	-8	10	-6	-22	6	-2	0	20	-3
- Cc1c(C(=O)N2CCC3(CC2)OCCO3)sc2ncnc(N(C)c3ccccc3)c12
→ 25	-9	10	7	9	12	-10	6	-8	-4	11
- C[C@]12CCC3C(CCC4=C/C(=N/OCC(=O)NC(CCC(=O)O)C(=O)O)CC[C@@]43C)C1CCC2O (stereo partly drawn)
→ 5	4	-13	-7	-7	-6	-2	10	-4	7	2
- CCN1CCN(c2ccc(N)c(C)c2)CC1
→ 18	-14	4	-8	13	13	-16	-15	6	1	-23
- Cc1ccc(-n2c(O)c(C=Nc3ccc(S(N)(=O)=O)cc3)c(=O)[nH]c2=O)cc1
→ 3	1	-7	-27	-6	-10	-7	-6	13	0	3
- CN1CCc2nc3sc(C#N)c(N)c3c(-c3cccs3)c2C1
→ -14	-7	6	-18	2	-5	13	-5	18	29	-46
- Cc1ccc2c(c1)N(C(=O)CCC(=O)N1CCC3(CC1)OCCO3)CC(C)O2 (stereo not drawn)
→ -8	2	-8	-10	-10	13	-13	-6	-8	1	-6
- CC(=O)Nc1ccccc1C(=O)OCc1ccccc1F
→ 2	-10	-10	-34	0	-6	-44	-7	-8	2	2
- c1cnc(N2CCNCC2)nc1
→ 2	-21	-4	9	-29	-7	-27	1	-10	-3	7
- Nc1c2c(nc3sc4c(c13)CCCCC4)CCCC2
→ -101	5	-1	-11	-51	-96	-56	-17	-6	24	-10
- CN1C(=O)C(=Cc2ccc(N3CCOCC3)o2)C(=O)N(C)C1=O
→ -21	-22	-34	15	5	-14	-1	-7	4	10	-35
- COc1ccc(CCNCc2sccc2C)cc1OC
→ 2	77*	11	11	9	-16	-1	3	7	-7	-12
- CCN(C(=O)CN1CC=C(c2ccccc2)CC1)c1c(N)n(Cc2ccccc2)c(=O)[nH]c1=O
→ 2	-1	8	3	12	-30	0	2	7	-5	9
- CN1C(=O)C(Cc2ccc(OCc3ccccc3)cc2)C(=O)N(C)C1=O
→ -15	-21	-26	-59	-49	-49	-2	-6	-2	12	-9
- COc1ccc(CC2C(=O)NC(=O)NC2=O)c(OC)c1
→ 7	-6	-6	12	20	-1	4	3	-7	-7	-12
- Cc1ccc(/C=C2/C(=O)NC(=O)N(CC3CCCO3)C2=O)s1 (stereo not drawn)
→ -8	-2	8	-30	-21	-44	-3	-3	-14	-7	20
- CN1CCCC(C(=O)c2ccccc2)C1 (stereo not drawn)
→ -5	3	-27	10	-2	-12	7	-6	1	-5	15
- Cc1c(Cl)cccc1NC(=S)N1CC2CC(C1)c1cccc(=O)n1C2 (stereo not drawn)
→ -8	-55	8	-2	-20	-4	6	2	-3	9	-4
- CC(C)(C)OC(=O)c1c(N)n(Cc2ccco2)c2nc3ccccc3nc12
→ -4	12	19	-19	-12	-8	6	-9	0	-3	-6
- COc1ccc(CN2CCN(Cc3ccccc3)CC2)c(OC)c1
→ 16	3	5	19	16	-8	8	0	2	1	-6
- COc1ccccc1CNCCc1ccc(F)cc1
→ 17	9	8	8	18	7	-1	8	8	-4	-4
- C=CCn1c(O)c(C(C)=NCCC2=CCCCC2)c(=O)[nH]c1=O
→ -16	17	-23	-5	9	-1	8	-14	10	10	-38
- COC(=O)c1ccc(CN2CCSC2=N)cc1
→ -13	-9	3	-6	11	10	-10	10	2	-11	-19
- Cc1nc2ccccc2c(=O)n1-c1ccc(Cl)c(Cl)c1
→ -51	8	-21	-8	-15	-296	-44	-12	-5	-18	-2
- Cc1cccc(CCNCc2cc3ccc(C)cc3[nH]c2=O)c1
→ -13	1	21	-15	-9	-6	11	2	0	-32	-3
- CCOC(=O)c1ccc2c(c1)n(Cc1ccccc1)c(C)[n+]2CC
→ 27	-9	-66	4	21	9	8	-16	-10	-3	1
- COc1ccccc1N1CCN(Cc2ccccc2F)CC1
→ 1	11	-13	-14	6	-2	-4	7	-10	-10	9
- C[C@H]1CN([C@@H](C)CO)C(=O)CCCn2nncc2CO[C@@H]1CN(C)C(=O)Oc1ccccc1
→ -4	16	-2	-16	14	-1	-20	7	-12	-14	12
- O=c1[nH]c(O)c(/C=C2\C=Nc3ccc(OCc4ccccc4)cc32)c(=O)[nH]1
→ 15	-24	-13	4	-1	-5	3	-6	-7	-5	2
- CC(C)(C)NC(=O)C1CC2CCCCC2CN1 (stereo not drawn)
→ -1	-11	1	-4	-20	5	11	-6	-7	5	-8
- CC(C)[C@]12CC(=O)[C@H](C)[C@H]1C2
→ 2	4	3	-5	-19	-2	7	-7	-1	-7	-5
- CN1CCc2c(C#N)c(Cl)nc(Cl)c2C1
→ 1	-3	6	-7	-6	14	6	10	4	-2	9
- CC(CC(C#N)(c1ccccc1)c1ccccc1)N1CCCCC1 (stereo not drawn)
→ -8	-1	11	-20	-15	0	13	10	-5	3	8
- CCC(=NCCO)c1c(O)n(-c2ccccc2)c(=O)[nH]c1=O
→ 7	-10	-2	11	-10	2	10	2	0	-4	-3
- c1ccc2c(c1)CC1CNCc3cccc(c31)S2 (stereo not drawn)
→ 21	-2	-3	-5	4	-15	-14	5	4	-11	3
- CCOc1cc2c(cc1OCC)-n1cccc1C(c1cc(C)c(OC)cc1C)NC2 (stereo not drawn)
→ -4	0	75	18	8	-7	26	9	0	-7	4
- COC(=O)C1=C(c2cc3ccccc3s2)C[C@@H]2CC[C@H]1N2C(=O)N1CCCCC1
→ 24	15	58	29	4	4	19	10	-12	16	17
- Cc1ccc(Sc2ccc(C=C3C(=O)N(C)C(=O)N(C)C3=O)o2)cc1
→ -4	-11	4	8	-29	-30	2	12	4	6	-1
- C[C@H](NC(=O)CCC(=O)N1C[C@H]2C[C@H](C1)c1cccc(=O)n1C2)c1ccccc1
→ -4	12	-7	-2	12	-2	5	-7	-4	6	27
- CN1CCN(c2cc(N3CCCCCC3)c(F)cc2[N+](=O)[O-])CC1
→ 40	-15	9	1	9	26	-3	-5	-8	0	16
- N#C/C(=C\c1ccc(O)cc1)C(=O)O
→ -14&6	13&11	0&-4	-8&0	-2&-4	13&9	2&1	-11	-31&9	-10&-4	16&-18
- COc1ccc(OC)c2c1CCC1NCCOC21 (stereo not drawn)
→ 11	17	-7	1	17	5	5	-1	-28	4	19
- O=C1NC(=O)N(c2ccc3c(c2)OCO3)C(=O)/C1=C\c1ccc(-c2ccccc2C(=O)O)o1
→ -8	-2	-1	-3	-4	4	-5	-7	10	-3	-3
- CCOP(=O)(Cc1cc(C(=O)CC)c(C)o1)OCC
→ 0	19	-12	-26	-1	-8	3	nt	16	33	-12
- Cc1ccc(N2Cc3ccccc3C2=N)cc1[N+](=O)[O-]
→ -17	1	-10	-18	6	6	18	-14	25	-2	-6
- CCCc1nc2ccccc2c(=O)n1-c1cccc(OC)c1
→ 3	8	12	-15	12	-10	-13	-3	-6	-6	-4
- CCN(C(=O)COC(=O)Cc1ccccc1)c1c(N)n(Cc2ccccc2)c(=O)[nH]c1=O
→ -8	-11	-17	-1	5	-19	4	-4	2	24	11

Later entries
Every second line gives: LRH-1 inv ag	TWEAK-Fn14 inh	Shn3 inh set2	TROY signal inh	NCOA3 inh	NCOA1 inh	COUP-TFII inh	LMP1 NFkB inh	KKLEB tox	TRAIL sens C8	CF NFkB block
- CN1C(=O)C(=Cc2ccccc2OCc2ccc(Cl)cc2)C(=O)N(C)C1=O
→ -44	-29	-9	-64	-22	-4	-11	-4	-26	-1	2
- CC(=O)N1CN2CN(C(C)=O)CC(C(=O)c3ccc(Br)cc3)(C2)C1
→ -11	-7	16	-8	-1	-17	-10	1	6	5	2
- CCC(C(=O)N1CCC2(CC1)OCCO2)c1ccccc1 (stereo not drawn)
→ 24	8	-32	-3	-18	-17	10	-2	1	15	12
- COC(=O)C1=C(c2cccc(C#N)c2)C[C@@H]2CC[C@H]1N2C(=O)NC1CC1
→ 5	0	-34	1	1	13	-9	-3	15	12	-4
- CN1C(=O)C(=Cc2ccc(Sc3ccccc3)o2)C(=O)N(C)C1=O
→ 1	11	42	2	3	-6	8	2	5	-7	-21
- O=C1CN=C(c2ccccc2)c2cc(Br)ccc2N1Cc1cc(=O)n2ccccc2n1
→ 9	-1	-1	5	9	-122	5	5	1	-6	1
- COC(=O)C1=C(c2ccccc2)C[C@@H]2CC[C@H]1N2C(=O)NCCS(C)=O (stereo partly drawn)
→ -1	-5	10	-4	-32	-7	-18	2	-3	1	5
- CCOC(=O)c1c(NS(=O)(=O)c2ccccc2)n(CCCOC)c2nc3ccccc3nc12
→ 30	42	-35	33	22	15	17	5	0	8	10
- COc1ccc(-c2nc3ccccc3c(=O)n2-c2nccs2)cc1
→ 8	-22	-4	-10	12	-15	-14	1	-28	12	-8
- CCOC(=O)CSc1ccc(C(=O)N2CCC3(CC2)OCCO3)cc1[N+](=O)[O-]
→ 20	8	-9	7	6	-15	-11	0	1	3	-9
